Compound activity: PubChem, Sanford-Burnham Center for Chemical Genomics
Artemis endo inh = blocks endonuclease activity of human Artemis; recombinant Artemis, quenched FAM hairpin cleavage fluorescence; inhibition, % at 10 µM; AID 686954; 30,000 tested, 0.78% active; Q96SD1;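 active means at 10 µM dose, at least 30% inhibition, measured as corrected fluorescence normalized to stimulator and neutral control wells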
Target sequence (Q96SD1 whole entry, looked up): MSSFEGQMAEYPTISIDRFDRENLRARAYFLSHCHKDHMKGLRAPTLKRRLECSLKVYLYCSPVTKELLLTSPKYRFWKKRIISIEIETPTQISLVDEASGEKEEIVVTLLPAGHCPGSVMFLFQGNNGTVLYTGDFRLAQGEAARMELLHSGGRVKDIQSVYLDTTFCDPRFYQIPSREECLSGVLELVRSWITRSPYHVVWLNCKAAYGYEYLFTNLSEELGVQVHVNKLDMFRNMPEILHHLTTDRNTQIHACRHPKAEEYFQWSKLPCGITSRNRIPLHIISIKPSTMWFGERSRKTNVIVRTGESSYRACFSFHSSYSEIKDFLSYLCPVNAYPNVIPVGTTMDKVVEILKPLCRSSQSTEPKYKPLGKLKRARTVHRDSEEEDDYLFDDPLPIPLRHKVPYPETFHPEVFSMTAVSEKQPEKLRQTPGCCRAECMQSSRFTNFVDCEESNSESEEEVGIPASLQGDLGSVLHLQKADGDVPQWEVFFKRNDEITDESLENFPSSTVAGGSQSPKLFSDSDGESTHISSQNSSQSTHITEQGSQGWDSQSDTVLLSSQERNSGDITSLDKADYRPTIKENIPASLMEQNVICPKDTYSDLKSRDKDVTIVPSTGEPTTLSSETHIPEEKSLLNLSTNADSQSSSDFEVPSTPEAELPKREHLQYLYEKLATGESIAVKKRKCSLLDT
An asterisk follows results filed as active. This is a subset; the hit share may differ from the screen's.

SMILES	Artemis endo inh
O=C1CC(c2ccco2)Cc2nc(Nc3nc(-c4ccccc4)c4ccccc4n3)ncc21 (centres undefined)	34.2*
Cn1nnnc1SCC(=O)NCCc1ccc(Cl)cc1	-2.2
O=[N+]([O-])c1ccc(/C=N/Nc2nc(-c3ccccc3)c3cc(Br)ccc3n2)o1	57.5*
O=C(CN1CCN(C2CCCCC2)CC1)c1c[nH]c2ccccc12	2.9
O=C(NCC1CCCO1)c1c(O)c2cccc3c2n(c1=O)CC3 (centres undefined)	0.2
CCN1CCN(C(c2ccc(OC)cc2)C(O)C(=O)c2c[nH]c3ccccc23)CC1 (centres undefined)	-1.9
CCOC(=O)Nc1sc2c(c1C#N)CCCC2	4.8
NC(=O)COC(=O)CCCc1c[nH]c2ccccc12	2.0
CCOC(=O)Cn1c(C)nc2ccccc21	-2.5
O=C1C(Cc2ccccc2)C(c2ccccc2)N1c1ccccc1 (centres undefined)	23.6
Cc1nc(-c2coc3cc(O)c(C)cc3c2=O)cs1	-4.7
CCCNC(=O)NC(C(=O)OC)C12CC3CC(CC(C3)C1)C2 (centres undefined)	-0.7
O=c1[nH]c(CN2CCN(c3ccc([N+](=O)[O-])cc3)CC2)nc2ccsc12	2.6
Fc1cnc(N2CCOCC2)nc1N1CCc2ccccc21	-4.4
CCOC(=O)CCCNC(=O)COC(=O)c1cc2ccccc2cc1O	-5.6

An excerpt of these results, in markdown.
| Molecule | Artemis endo inh |
| --- | --- |
| O=c1[nH]c(CN2CCN(c3ccc([N+](=O)[O-])cc3)CC2)nc2ccsc12 | 2.6 |
| Fc1cnc(N2CCOCC2)nc1N1CCc2ccccc21 | -4.4 |
| CCOC(=O)CCCNC(=O)COC(=O)c1cc2ccccc2cc1O | -5.6 |

Later entries:
SMILES	Artemis endo inh
Cc1ccccc1NC(=O)CSc1nnnn1C	0.0
COc1ccccc1-c1noc(-c2ccccc2C(=O)Nc2ccccc2)n1	-4.3
CN(NC(=O)c1cccc(Cl)c1)c1nc(-c2ccccc2)nnc1C(F)(F)F	-3.3
C=CCCCCCCCCC(=O)NNC1=CC(=O)CC(C)(C)C1	-0.8
CCCC(c1nnnn1Cc1ccco1)N1CCN(C(=O)c2ccco2)CC1 (centres undefined)	6.1
CN(Cc1ccccc1)C(=O)c1ccc2c(c1)OCCO2	2.6
CC(C)CC(C(=O)O)N(Cc1ccccc1)Cc1ccccc1 (centres undefined)	-0.4
O=C(CN(C(=O)CNS(=O)(=O)c1ccccc1)C1CCCC1)NCc1ccco1	-4.5
CCc1cccc(NS(=O)(=O)c2c(C)n[nH]c2C)c1	2.3
CCCC(=O)Nc1ccc(Br)cn1	-3.8
O=C(COC(=O)CCC(=O)c1ccc(Cl)cc1)NCC1CCCO1 (centres undefined)	4.3
CCCOc1ccc(CC(CC(=O)O)(C(=O)O)C(=O)O)cc1	-3.6
CCOC(=O)C(NC(=O)CC)(Nc1ccc(S(=O)(=O)Nc2onc(C)c2C)cc1)C(F)(F)F (centres undefined)	5.9
Cc1ccc(NC(=O)CN(C)Cc2nc3ccccc3c(=O)[nH]2)c(Br)c1	-0.1
CNc1nc2[nH]c(=O)c3c(c2s1)OC(N)=C(C#N)C3c1cccc(F)c1 (centres undefined)	7.1
Cn1c(=S)[nH]c2cccnc21	-0.9
O=c1[nH]c2ccc(Cl)cc2c(O)c1-c1ccccc1	-0.1
O=c1cc(CSc2nc3cc(Cl)ccc3o2)nc2sccn12	8.9
CCOC(=O)c1sc(C)c(C(=O)NC2CCCCC2)c1N	0.3
CC12CS(=O)(=O)CC1SC(=S)N2c1ccccn1 (centres undefined)	-1.5
CC1CN(C2CCN(C(=O)c3ccccc3Cl)CC2)CC(C)O1 (centres undefined)	-1.9
CCn1c(CSCc2ccc(F)cc2)nnc1SCC(=O)NCc1ccccc1	4.0
Cc1nn(-c2cc(N3CCCC3)ccc2[N+](=O)[O-])c(=O)c2ccccc12	12.5
NC(=O)CSc1nnc(-c2cnccn2)n1-c1ccccc1	-5.5
C/C(=N\NC(=O)c1csc(C)c1C)c1ccc(Cl)s1	0.5
COc1ccccc1N1CCN(S(=O)(=O)/C=C/c2ccccc2)CC1	-9.0
Cc1cc(C)cc(N(CC(=O)N2CCOCC2)S(=O)(=O)c2ccccc2)c1	2.2
O=C(C1CCCCC1)N1CCN(S(=O)(=O)c2ccc(Br)cc2)CC1	7.4
COc1ccc(CCNC(=O)c2[nH]c(C)c(C(C)=O)c2C)cc1	-0.8
Cc1ccc(CCN2CC(C(=O)NCCN3CCCCCC3)CC2=O)cc1 (centres undefined)	-5.9
CNS(=O)(=O)c1cnccc1N1CCN(c2cccc(C)c2)CC1	2.4
O=C(COC(=O)C1=COCCO1)NCCCc1ccccc1	0.8
CCOC(=O)COn1c(-c2cccc(Cl)c2)nc2ccc([N+](=O)[O-])cc21	7.7
O=C(NNC(=O)C(c1ccccc1)c1ccccc1)c1cccs1	2.9
CC(NC(=O)C12CC3CC(C1)CC(n1cncn1)(C3)C2)C12CC3CC(CC(C3)C1)C2 (centres undefined)	2.3
CC1(C)Cc2ccccc2C(c2cc3ccccc3oc2=O)=N1	-7.5
Cc1cc(Nc2ccccc2)c2c([N+](=O)[O-])c(C)cc(C)c2n1	6.2
CCNc1nc(NC(C)C)nc(OCC)n1	-5.7
CCC(=O)Nc1cc(-c2nnc(OC)c3ccccc23)ccc1N1CCOCC1	1.6
CCOc1ccc(C2C(C#N)=C(N)SC(N)=C2C#N)c(OCC)c1	-3.4
CC(Sc1nc(-c2ccccc2)cc(C(F)(F)F)n1)C(=O)N1CCOCC1 (centres undefined)	-10.7
COCCNC(=O)C(c1ccco1)N(C(=O)Cn1nnc2ccccc21)c1cc(C)ccc1C (centres undefined)	-1.6
O=C(C=C1SCCS1)/C=C/c1ccco1	19.3
O=C(Nc1cccc(C(F)(F)F)c1)C1CCCCC1	-1.4
Cn1nnnc1SCC(=O)Nc1ccccc1[N+](=O)[O-]	-5.5

By substructure: the entries above containing an aryl thioether with sulfur outside any ring
SMILES	Artemis endo inh
Cn1nnnc1SCC(=O)NCCc1ccc(Cl)cc1	-2.2
Cc1ccccc1NC(=O)CSc1nnnn1C	0.0
O=c1cc(CSc2nc3cc(Cl)ccc3o2)nc2sccn12	8.9
CCn1c(CSCc2ccc(F)cc2)nnc1SCC(=O)NCc1ccccc1	4.0
NC(=O)CSc1nnc(-c2cnccn2)n1-c1ccccc1	-5.5
CC(Sc1nc(-c2ccccc2)cc(C(F)(F)F)n1)C(=O)N1CCOCC1 (centres undefined)	-10.7
Cn1nnnc1SCC(=O)Nc1ccccc1[N+](=O)[O-]	-5.5

3 entries out of the list, arranged by length of the SMILES, ascending.
SMILES	Artemis endo inh
CC(C)CC(C(=O)O)N(Cc1ccccc1)Cc1ccccc1 (centres undefined)	-0.4
COc1ccc(CCNC(=O)c2[nH]c(C)c(C(C)=O)c2C)cc1	-0.8
Cc1ccc(NC(=O)CN(C)Cc2nc3ccccc3c(=O)[nH]2)c(Br)c1	-0.1

The listing picks up with the 2 entries that preceded the break.
SMILES	Artemis endo inh
O=C(Nc1cccc(C(F)(F)F)c1)C1CCCCC1	-1.4
Cn1nnnc1SCC(=O)Nc1ccccc1[N+](=O)[O-]	-5.5
COC(=O)C1=C(C)NC(C)=C(C(=O)OC)C1C(=O)OCCN1C(=O)c2ccccc2C1=O	-11.8
CCNC(=O)NC(=O)C(C)Oc1ccc(C(=O)OC)cc1 (centres undefined)	-2.5
CCSc1nc(C)cc(C)c1S(=O)(=O)c1ccccc1C	0.3
O=C(NC(c1ccccc1)c1ccccc1)c1ccc(S(=O)(=O)C(F)F)cc1	-6.2
CCOC(=O)c1cc(NC(=O)Nc2ccccc2OC)c(C)nc1C	0.4
O=C(NCCO)c1cc2ccccc2c(=O)s1	3.9
CC(C)OC(=O)CN1C(=O)c2ccccc2C1=O	-7.8
O=C(CN1CCN(C(=O)c2ccccc2)CC1)Nc1ncc(Br)cc1Br	-1.3
Cc1ccc(CC(=O)N2CC(C)OC(C)C2)cc1 (centres undefined)	1.0
COc1cc(C)c(S(=O)(=O)Nc2ccccc2F)cc1C	-11.8
CCc1c(C)nc(N2CCN(Cc3ccccc3)CC2)[nH]c1=O	-2.4
COc1ccc(CNC(=O)C(c2ccco2)N(C(=O)c2csnn2)c2cccc(C)c2C)cc1 (centres undefined)	-0.6
O=C(Nc1ccccc1C(=O)Nc1ccc2c(c1)OCO2)c1ccco1	-8.6
CN(C)/C=C1\C(=O)Nc2ccccc21	1.8
CC1CN(c2cc(-c3ccccc3)c3ccccc3n2)CC(C)O1 (centres undefined)	3.5
O=C(O)CCN1C(=O)/C(=C/c2ccc(-c3nc4ccccc4s3)o2)SC1=S	17.7
CCN1C(=O)/C(=C2/C=Cc3ccccc3N2C)OC1=S	4.9
